Screens as filed in PubChem.
PAX8 reporter: lowers PAX8-driven luciferase in RMG-I cells. RMG-I TPO-luciferase reporter, SteadyGlo, 24 h. inhibition, % at 12.6 µM. 360,000 compounds, 1.2% hits;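 active = mean replicate inhibition at least 60% with every replicate also reaching 60%; inconclusive = only one of the two criteria is met; inactive = mean below 60% and not all replicates reaching 60%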;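 also: luciferase light reporting Pax8 driven TPO promoter activity; plate controls were median of neutral control wells for no effect and mitoxantrone controls for full effect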
XiGFP reactiv: reactivates the inactive X chromosome in mouse fibroblasts; activation, % at 7.58 µM; XiGFP mouse fibroblasts, % GFP-positive cells imaging, 3 d; cells co-treated with 5-aza-dC sensitizer; scaled so ellipticine positive control = 100%; 360,000 compounds, 0.055% hits;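 active = mean normalized replicate activation at least 10% and every replicate at or above 10%; inconclusive = only one of the two criteria met; inactive = mean below 10% and not all replicates reach 10%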;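 also: 0% = median of on-plate neutral control wells and 100% = ellipticine 6 µM median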
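assay system = SV40-immortalized XiGFP fibroblast cells, line 68-5-11 | buffer or medium = DMEM plus 5-aza-dC sensitizer | doses = single-point pinned compound dosing | times = 3-day compound exposure, then 15 min fixation at room temperature | benchmarks = positive control ellipticine, 6 µM final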
ARNT TACC3 PPI: ARNT/TACC3 interaction disruption; 390,000 compounds, 0.66% hits; AID 623870; Q9Y6A5; inhibition, % at 9.99 µM; AlphaScreen His-ARNT PAS-B/GST-TACC3 binding, luminescence; TACC3 fragment carries E629A point mutation;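 active = mean inhibition of replicates at least 50% and at least half of replicates each reaching 50%; inconclusive = half or more replicates reach 50% but mean below 50%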;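 also: 0% = complete ARNT plus TACC3 wells and 100% = ARNT alone without TACC3; many hits fall short of the cut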
INS-1E GSIS act: GLuc luminescence reporter in INS-1E cells, primary screen for activators of glucose-dependent secretion of insulin; INS-1E GLuc reporter insulin secretion, 2-3 h; 370,000 compounds, 0.61% hits; activation, % at 16.6 µM;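 active = lowest replicate activation of at least 40%, so every replicate reaches that level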;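 also: 0% = median of neutral control wells and 100% = median of IBMX positive control wells; some compounds called inactive have numbers as strong as hits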
ERp5 block: blocks human ERp5 reductase activity on insulin; Q15084; ERp5 insulin aggregation, absorbance 650 nm, 90 min; inhibition, % at 9.99 µM; 350,000 compounds, 0.05% hits; AID 651711;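 active = mean replicate inhibition above about 25%, with every replicate also reaching it, limit read from the data, passing the limit was not always enough; inconclusive = only one of those two criteria met; inactive = neither criterion met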
Target sequence (Q15084 whole entry, looked up): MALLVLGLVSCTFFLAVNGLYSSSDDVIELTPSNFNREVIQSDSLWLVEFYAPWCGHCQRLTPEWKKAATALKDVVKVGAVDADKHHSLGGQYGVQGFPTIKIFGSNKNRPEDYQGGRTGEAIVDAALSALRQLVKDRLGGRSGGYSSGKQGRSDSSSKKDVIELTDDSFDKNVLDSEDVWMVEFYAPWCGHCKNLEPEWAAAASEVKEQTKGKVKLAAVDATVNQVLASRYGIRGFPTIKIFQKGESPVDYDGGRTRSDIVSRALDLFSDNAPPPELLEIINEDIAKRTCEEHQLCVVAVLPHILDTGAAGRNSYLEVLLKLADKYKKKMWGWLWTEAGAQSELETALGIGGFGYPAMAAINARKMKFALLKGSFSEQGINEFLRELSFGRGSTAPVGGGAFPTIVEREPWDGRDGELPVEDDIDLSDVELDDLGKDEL
DENV2 CPE: DENV2-induced cell death inhibition; 350,000 compounds, 1.7% hits; CPE inhibition, % at 9.99 µM; AID 651640; DENV2-infected cells, cytopathic effect rescue, plate reader; in the data active = CPE inhibition above about 20%, passing the limit was not always enough; inconclusive = no clear call, values can overlap the other calls; tested in BHK-21 cells;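 also: 0% = median of neutral control wells and 100% = median of positive control wells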
CFTR F508del cor: CFTR F508del correction in bronchial cells | 350,000 compounds, 0.36% hits | activity (quench increase), % at 7.58 µM | CFBE cells, YFP halide quenching; stimulated with forskolin plus potentiator P3; % fluorescence drop versus neutral controls;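 active = mean added fluorescence quench of at least 8% versus neutral control, with both replicates also reaching 8%; inconclusive = only one of the mean or replicate conditions met; inactive = mean below 8% and not both replicates reaching 8%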;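 also: cells transiently co-express mutant CFTR-F508del with the halide-sensitive YFP; corrector assay measuring rescue of mutant channel to the surface after 24 h compound exposure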
EWS-Fli inh: blocks EWS/Fli oncoprotein-driven transcription; A673 NR0B1-luciferase reporter, viability-normalised; inhibition, % at 12.6 µM; 350,000 compounds, 0.67% hits;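 active = mean inhibition of at least 50% after viability correction, with every replicate also passing that limit; inconclusive = mean reaches 50% but only one of two replicates passes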;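 also: firefly luciferase signal divided by Alamar Blue viability fluorescence both relative to DMSO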
* = called active by the depositor; ? = inconclusive; . = not tested or not shown. Random draw from the library; overall some 4.2% were active at least once.

SMILES,PAX8 reporter,XiGFP reactiv,ARNT TACC3 PPI,INS-1E GSIS act,ERp5 block,DENV2 CPE,CFTR F508del cor,EWS-Fli inh
O=C(CNc1ccc2ccccc2c1)N/N=C/c1ccncc1,33,0.0,5,-16,1,-7,2.0,4
CCCCOCCCNC(=O)C[C@@H]1C[C@@]2(C(=O)OCC)CCC=C2N(CCC2=CCCCC2)C1=O,-10,-0.1,.,.,0,?,0.7,7
C[C@H](CO)N1C[C@H](C)[C@H](CN(C)S(=O)(=O)c2ccc(F)cc2)Oc2ccc(NC(=O)Nc3ccc4c(c3)OCO4)cc2CC1=O,.,-1.2,.,-15,4,-4,0.6,39
O=C(N/N=C/c1ccc(O)c(O)c1)c1cc(-c2ccccc2)nc2ccccc12,9,0.0,13,-15,2,-7,3.4,0
COc1ccc(NC(=O)N2CCc3ccccc3C2)cc1OC,-14,0.5,-3,-3,0,-10,-2.4,-21
COc1ccc(COC(=O)C2=C(C)NC(=O)NC2c2cc(OC)ccc2OC)cc1 (stereo not drawn),5,0.1,-2,-11,-16,-10,6.1,18
O=C(NC1=NCCS1)c1ccc(Cl)c(Cl)c1,-118,0.2,8,-4,5,-4,2.3,-34
CC(C)(C)Nc1nc(-c2ccccn2)nc2ccccc12,52,2.0,93*,24,2,3,-0.3,33
O=[N+]([O-])c1ccc(COc2cccc(CNc3ccc(Br)cc3)c2)cc1,-2,0.1,-10,6,.,.,.,.
O=C(/C=C/c1ccccc1)N/C(=C/c1ccccc1)C(=O)Nc1ccc(C(=O)O)cc1,2,0.0,-3,.,5,3,2.4,-11
COC(=O)Cc1c(C)c2ccc(OC(C)C)cc2oc1=O,-98,0.1,-8,3,-4,-1,-2.7,-80
C[C@H](CO)N1C[C@H](C)[C@H](CN(C)C(=O)C2CCCCC2)Oc2ncc(/C=C/c3ccccc3)cc2C1=O,.,-1.1,6,-19,6,16,0.4,-8
C[C@]12C(=O)N(c3ccc(C(F)(F)F)cc3)C(=O)N1[C@H]1c3ccccc3OC[C@@H]1[C@H]2c1ccccc1,-6,-0.2,-2,1,-4,-6,3.3,-34
C[C@@H]1CN([C@H](C)CO)S(=O)(=O)c2ccc(Br)cc2O[C@@H]1CN(C)S(=O)(=O)c1ccccc1,.,-0.6,1,-15,3,8,-2.5,7
Cc1noc(C)c1NC(=O)N(C)C[C@@H]1Oc2ncc(C#CC3CCCC3)cc2C(=O)N([C@H](C)CO)C[C@H]1C,-21,-0.4,-2,-1,0,-1,0.8,0
O=C(N/N=C1\CCCc2ccccc21)c1ccccc1Cl,-68,0.0,0,-2,28*,-4,2.2,-42
COc1cccc(-c2cnc3c(c2)C(=O)N([C@H](C)CO)C[C@H](C)[C@@H](CN(C)C(=O)CC2CC2)O3)c1,.,0.0,-3,1,-2,-4,3.5,-5
Nc1c(C(=O)c2ccc(Cl)cc2)oc2ccccc12,-70,-0.1,-6,12,.,.,.,.
Cc1cc2nc(-c3ccc(=O)[nH]c3)n(Cc3ccccc3)c2cc1C,-6,0.2,6,18,3,1,-2.7,4
COc1cc(CN2CC3(CN(C)C3)c3c([nH]c4cc(OC)ccc34)[C@H]2CO)cc(OC)c1,.,0.2,.,-10,-5,-6,0.7,6
C[C@@H]1CCCCO[C@H](CN(C)Cc2ccncc2)[C@H](C)CN([C@H](C)CO)C(=O)c2cc(NS(=O)(=O)c3cccs3)ccc2O1,.,-0.2,1,-1,3,?,0.7,4
COc1ccccc1-c1cn(CC[C@@H]2CC[C@H](NC(=O)c3ccccc3F)[C@H](CO)O2)nn1,37,0.1,-5,11,-6,5,-1.3,4
C[C@H](CO)N1C[C@H](C)[C@H](CN(C)S(=O)(=O)c2ccccc2)Oc2c(NS(=O)(=O)c3ccccc3)cccc2C1=O,.,-0.5,1,12,-3,-1,-1.2,-9
COC(=O)c1ccc(COc2ccccc2/C=N/NS(=O)(=O)c2ccccc2)cc1,.,.,-7,10,-2,13,2.9,19
CO[C@H]1CN(C)C(=O)c2cc(NC(=O)c3cnccn3)ccc2OC[C@@H](C)N(C(C)=O)C[C@@H]1C,-6,0.1,-1,9,4,16,0.2,1
CCCCN(CC)C(=O)c1cc2c(=O)n3cccc(C)c3nc2s1,15,0.0,-16,3,-1,0,0.7,-5
C[C@H](CO)N1C[C@H](C)[C@@H](CN(C)S(=O)(=O)c2ccc(F)cc2)OCCCC[C@H](C)Oc2ccc(NS(=O)(=O)c3ccc(Cl)cc3)cc2C1=O,90*,0.0,14,-19,3,8,1.1,-12
COc1ccc(NC(=O)CN(C)S(=O)(=O)c2cccc3nsnc23)cc1,-2,0.8,2,9,-2,5,-0.6,7
COc1cccc(-c2ccc3n(c2=O)C[C@H]2[C@H](CO)[C@@H](C(=O)NCC4CC4)N(C(=O)NC(C)C)[C@@H]32)c1,11,0.1,-3,-4,-7,8,-0.9,-4
CN(C)CCNc1ncnc2c1ncn2[C@H]1CN(Cc2ccccc2)C[C@@H](CO)O1,-6,0.1,.,5,5,4,0.0,8
N#CC(C#N)=C1C=CC=CN1/C(=C\c1ccccc1Cl)C(=O)c1ccccc1,9,1.7,9,20,.,.,.,.
CN(C)CCN(C(=O)c1ccc2ccccc2c1)c1nc2cc3c(cc2s1)OCCO3,-64,0.2,17,32,0,-9,-1.9,.
O=C(COc1ccccc1/C=C1\SC(=O)NC1=O)Nc1ccccc1,0,0.4,2,-8,-8,-3,0.8,-5
O=C(O)Cn1cnc2scc(-c3ccccc3)c2c1=O,-21,0.1,-3,4,-5,3,-0.4,5
CCc1c(C)nc(N)nc1Cl,?,0.0,-1,-1,3,.,-3.9,0
CCC(Sc1nc(N)c(NC(=O)c2ccc(OC)c(OC)c2)c(=O)[nH]1)C(=O)OC (stereo not drawn),19,-0.1,-1,.,-16,-2,-1.4,5
Cc1c(Cl)cccc1N(CC(=O)N1CCCCCC1)S(C)(=O)=O,.,.,-11,33,0,0,-0.7,3
O=CNCCCc1nc2ccccc2n1CCc1ccccc1,-21,0.2,-4,9,-3,14,-5.2,0
O=C(O)CCc1[nH]c2ccccc2c1Sc1ccccc1,29,0.0,-8,-2,-2,2,-3.8,3
Cc1noc(C)c1NC(=O)N(C)C[C@H]1Oc2c(NC(=O)C3CC3)cccc2C(=O)N([C@@H](C)CO)C[C@@H]1C,.,0.2,-3,8,2,-1,0.5,-11
Cc1ccc(S(=O)(=O)N2CCC(NC(=O)C3CCCCC3)CC2)cc1,17,0.1,-34,0,3,1,0.1,2
Cc1ncc(CO)c2cc(-c3nnc(Nc4ccc5c(c4)OCO5)s3)c(=O)oc12,-3,0.1,-2,9,0,10,2.6,-12
CCOC(=O)C(CO)NC(=O)C1(NC(C)=O)CCCC1 (stereo not drawn),-25,0.3,-2,13,-4,1,-0.2,-1
COc1ccc(C2c3c(-c4ccccc4)n[nH]c3C(=O)N2c2ccc(C(=O)O)cc2)cc1 (stereo not drawn),0,-0.3,29,-4,6,9,0.9,11
COC(=O)c1ccc(CSc2ccc3nnc(-c4ccc(OC)c(OC)c4)n3n2)o1,-1,-0.1,-2,2,2,4,1.0,-1
O=[N+]([O-])c1cc(S(=O)(=O)N2CCCC2)ccc1OCCOc1ccccc1,1,1.0,-1,-10,-5,1,-9.6,8
COc1ccc(S(=O)(=O)N(C)C[C@H]2Oc3ccc(NC(=O)CCC(F)(F)F)cc3CC(=O)N([C@H](C)CO)C[C@H]2C)cc1,12,-0.2,-20,-17,3,1,-1.8,-378
O=C(NCCCNC(=O)c1cnccn1)c1ccc(Cl)c(Cl)c1,15,0.0,3,10,1,0,2.2,5
Nc1ncnc2c1ncn2[C@@H]1O[C@H](C(=O)N2CCC(F)(F)CC2)[C@@H](O)[C@H]1O,4,-0.1,.,-10,-2,-5,0.0,1
N#Cc1ccc2c(c1)nnn2-c1ccccc1,-1,0.0,.,-3,0,-3,-0.9,-16
S=C(NCCc1ccccn1)Nc1ccccc1,-37,0.0,-8,10,24,6,1.4,-31
CNC[C@@H]1Oc2c(N)cccc2C(=O)N([C@H](C)CO)C[C@H]1C,11,0.0,0,1,-2,-3,0.4,-17
CC(C)c1nc2oc3c(NCc4ccccn4)ncnc3c2c2c1COC(C)(C)C2,-9,-0.2,-2,.,2,-6,1.7,10
COc1ccc(OC)c(CCNC(=O)Cn2nc(C)c3c(C)n(-c4ccccc4)nc3c2=O)c1,20,-0.1,.,18,.,0,2.3,.
COc1ccnc2c1c(=O)n(Cc1ccc(Cl)cc1Cl)c(=O)n2C,11,0.0,-2,12,5,8,1.9,-17
COc1ccc(CCCC(=O)NCCc2ccccc2)c(C)c1,-13,0.4,-11,0,3,-3,-1.5,0

Exported with values under each structure: part of the list above
Value order: PAX8 reporter | XiGFP reactiv | ARNT TACC3 PPI | INS-1E GSIS act | ERp5 block | DENV2 CPE | CFTR F508del cor | EWS-Fli inh
> O=[N+]([O-])c1cc(S(=O)(=O)N2CCCC2)ccc1OCCOc1ccccc1
    1 | 1.0 | -1 | -10 | -5 | 1 | -9.6 | 8
> COc1ccc(S(=O)(=O)N(C)C[C@H]2Oc3ccc(NC(=O)CCC(F)(F)F)cc3CC(=O)N([C@H](C)CO)C[C@H]2C)cc1
    12 | -0.2 | -20 | -17 | 3 | 1 | -1.8 | -378
> O=C(NCCCNC(=O)c1cnccn1)c1ccc(Cl)c(Cl)c1
    15 | 0.0 | 3 | 10 | 1 | 0 | 2.2 | 5
> Nc1ncnc2c1ncn2[C@@H]1O[C@H](C(=O)N2CCC(F)(F)CC2)[C@@H](O)[C@H]1O
    4 | -0.1 | . | -10 | -2 | -5 | 0.0 | 1
> N#Cc1ccc2c(c1)nnn2-c1ccccc1
    -1 | 0.0 | . | -3 | 0 | -3 | -0.9 | -16
> S=C(NCCc1ccccn1)Nc1ccccc1
    -37 | 0.0 | -8 | 10 | 24 | 6 | 1.4 | -31
> CNC[C@@H]1Oc2c(N)cccc2C(=O)N([C@H](C)CO)C[C@H]1C
    11 | 0.0 | 0 | 1 | -2 | -3 | 0.4 | -17
> CC(C)c1nc2oc3c(NCc4ccccn4)ncnc3c2c2c1COC(C)(C)C2
    -9 | -0.2 | -2 | . | 2 | -6 | 1.7 | 10
> COc1ccc(OC)c(CCNC(=O)Cn2nc(C)c3c(C)n(-c4ccccc4)nc3c2=O)c1
    20 | -0.1 | . | 18 | . | 0 | 2.3 | .
> COc1ccnc2c1c(=O)n(Cc1ccc(Cl)cc1Cl)c(=O)n2C
    11 | 0.0 | -2 | 12 | 5 | 8 | 1.9 | -17
> COc1ccc(CCCC(=O)NCCc2ccccc2)c(C)c1
    -13 | 0.4 | -11 | 0 | 3 | -3 | -1.5 | 0
